ELG1 repair inh: blocks ELG1-dependent DNA repair in HEK293T cells; HEK293T ELG1-luciferase reporter, luminescence, 16 h; DNA damage induced by 5-fluorouridine; 330,000 tested, 2.3% active; Potency, µM (doses to about 46.1 µM), inactives show top-dose activity change, negative = inhibition, hits mostly inhibitors; AID 504467; also: potency is read from the fitted curve at half-maximal effect; % is scaled to controls: 0 for no effect and ±100 for the full control effect; nearly all actives have a fitted effect of over 55% in size
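DMSO vehicle served as the neutral condition. Each well held 2,000 cells given 5-fluorouridine plus compound; after 16 hr at 37 °C/5% CO2, ONE-Glo was added and luciferase measured 30 min later.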
Eya2 inh: Eya2 (human) phosphatase inhibition. AID 488837. recombinant Eya2, OMFP fluorescence dephosphorylation (OMFP is methylfluorescein phosphate). O00167. Potency, µM (series often up to 76.9 µM), for inactives: at the top dose activity, negative = inhibition, hits mostly inhibitors. 330,000 tested, 0.006% active; also: potency is read from the fitted curve at half-maximal effect; % is scaled to controls: 0 for no effect and ±100 for the full control effect
Target sequence (O00167 whole entry, looked up): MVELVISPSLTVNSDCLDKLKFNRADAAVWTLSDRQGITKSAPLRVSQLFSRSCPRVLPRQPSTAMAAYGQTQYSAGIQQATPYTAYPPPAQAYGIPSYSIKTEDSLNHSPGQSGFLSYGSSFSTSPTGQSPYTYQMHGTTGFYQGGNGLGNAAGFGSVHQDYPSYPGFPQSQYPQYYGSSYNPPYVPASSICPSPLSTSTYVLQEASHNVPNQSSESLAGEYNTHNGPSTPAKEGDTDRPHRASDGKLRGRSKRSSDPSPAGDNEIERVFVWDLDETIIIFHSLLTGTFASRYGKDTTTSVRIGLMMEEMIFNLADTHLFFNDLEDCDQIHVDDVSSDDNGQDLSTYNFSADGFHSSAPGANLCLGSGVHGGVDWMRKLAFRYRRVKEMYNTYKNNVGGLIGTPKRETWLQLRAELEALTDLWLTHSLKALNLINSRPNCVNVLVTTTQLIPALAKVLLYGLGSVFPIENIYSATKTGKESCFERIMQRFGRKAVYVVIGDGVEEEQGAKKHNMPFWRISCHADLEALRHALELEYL
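Eya2 (0.2 uM) preincubated 10 min at ambient with compound, then OMFP substrate added at 50 uM; 10 min reaction in 50 mM HEPES pH 7.5, 50 mM NaCl, 5 uM MgCl2, 0.05% BSA, 1 mM DTT. Fluorescence read at Ex 485/Em 525 nm.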
TCR activator: T cell receptor activation; 330,000 tested, under 10 active; Potency, µM (series often up to 9.22 µM), inactives show at the highest dose activation of IL-2 secretion, hits mostly activators; primary human leukocytes, anti-CD3, IL-2 HTRF, 48 h; also: % of control where 0% means no effect
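Compounds are tested in HTS on primary human leukocytes co-incubated with a-CD3 beads for 48 hr. IL-2 output is measured by time-resolved FRET.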
TSHR antag: antagonists of human thyroid stimulating hormone receptor | P16473 | TSHR-expressing cells, TSH-stimulated cAMP HTRF, 2 h; active compounds read low | activity change, negative = inhibition, % at 11.5 µM | 330,000 tested, 0.2% active | AID 504810;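 active = activity change below a set negative limit, meaning inhibition stronger than a set level, cut at about -70% in these data; inconclusive = activity change between two set negative limits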; also: % is scaled to controls: 0 for no effect and ±100 for the full control effect
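TSHR-expressing cells were treated with compounds, then stimulated with TSH at EC80 (4nM final) for 2 hours at 37 deg C. Cellular cAMP was measured by HTRF competition between lysate cAMP and cAMP-d2 for a cryptate-labelled anti-cAMP antibody.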
Mito fusion act: inhibitors of mitochondrial division or activators of mitochondrial fusion; AID 485298; Potency, µM (top dose mostly 46.1 µM), without a hit: top-dose growth rescue (activation), usual class: activators; S. cerevisiae fusion-defective mutant growth rescue, CellTiterGlo 48 h; 320,000 tested, 0.23% active;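 also: potency is read from the fitted curve at half-maximal effect; % of control where 0% means no effect; nearly all actives have a fitted effect of over 45% in size; temperature-sensitive fusion mutants such as fzo1-1 at 37 °C on non-fermentable ethanol glycerol medium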
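Growth-rescue viability read-out: after 48 h at the non-permissive 37C in glycerol/ethanol YPEG, yeast mitochondrial fusion mutants are measured by CellTiterGlo luminescence; compounds (23 nl pinned per well) restoring growth score as division inhibitors or fusion activators.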
TSG101-PTAP inh: blocks PTAP/TSG101 interaction to inhibit HIV-1 budding; Potency, µM (titrated, usually from 115 µM), without a hit: at the top dose activity change, negative = inhibition, actives largely listed as inhibitors; Q99816; Fluorescence polarization, FITC-PTAP peptide / Tsg101 binding; 340,000 tested, under 10 active; AID 493005; active = well fitted inhibition curve with a large enough effect in the main read-out, with a control signal flat, not every such curve was filed as active; inconclusive = small, poorly fitted or top-dose-only effect, or effect the other way, or a change in a side signal; inactive = no such curve, though single readings can be large or run the other way; also: potency is read from the fitted curve at half-maximal effect; % of control where 0% means no effect
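Tsg101 binding domain (10 uM final) was mixed with compound and a FITC-labeled PTAP peptide (50 nM final) in HEPES pH 7.5 buffer with NaCl, Tween 20, EDTA and TCEP; fluorescence polarization was read after 20 min at r.t.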
Chronic BCR inh: inhibitors of chronic active B-cell receptor signaling; ABC-DLBCL IkBa-CBG/CBR reporter, luminescence ratio, 4 h; 340,000 tested, 0.05% active; Potency, µM (top dose mostly 46.1 µM), for the others: top-dose ratio change, negative = lower green/red ratio, actives largely listed as inhibitors; active = well fitted inhibition curve with a large enough effect in the signal ratio, with a control signal flat, not every such curve was filed as active; inconclusive = small, poorly fitted or top-dose-only effect, or effect the other way, or a change in a side signal; the % refers to the signal ratio;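 also: potency is read from the fitted curve at half-maximal effect; plate controls were basal doxycycline-induced cells for no effect and cells given 10 µM MG132 for full effect; MG132 reads +100%, hits lower the ratio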
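Concentration-response series (up to 46 uM) were applied to TMD8 dual-reporter cells for 4 h at 37C with doxycycline. Green/red ratio, after filter-overlap correction, defined %Activity; red signal alone was normalised to basal cells and zero luminescence.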
Tb PFK inh: T. brucei PFK enzyme inhibition | O15648 | AID 485367 | 330,000 tested, 0.17% active | Potency, µM (doses to about 57.5 µM), inactives show at the top dose activity, negative = inhibition, most hits filed as inhibitors | T. brucei PFK, ADP-Glo luminescence;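 also: potency is read from the fitted curve at half-maximal effect; 0% = uninhibited 1x PFK enzyme wells and -100% = no-enzyme wells; nearly all actives have a fitted effect of over 60% in size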
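1.25 nM PFK with 0.5 mM F6P and 0.1 mM ATP in 0.1 M TEA pH 8.0, 5 mM MgCl2, incubated 45 min at room temperature; ADP measured by ADP-Glo luminescence; compounds titrated up to 57 uM.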
ASM inhibitor: inhibitors of human secretory acid sphingomyelinase. P17405. placental ASM, HMU-PC fluorogenic substrate, 60 min. Potency, µM (highest dose often 57.5 µM), for inactives: top-dose activity change, negative = inhibition, actives largely listed as inhibitors. 340,000 tested, 0.006% active; also: potency is read from the fitted curve at half-maximal effect
Target sequence (P17405 47-631 limits assumed): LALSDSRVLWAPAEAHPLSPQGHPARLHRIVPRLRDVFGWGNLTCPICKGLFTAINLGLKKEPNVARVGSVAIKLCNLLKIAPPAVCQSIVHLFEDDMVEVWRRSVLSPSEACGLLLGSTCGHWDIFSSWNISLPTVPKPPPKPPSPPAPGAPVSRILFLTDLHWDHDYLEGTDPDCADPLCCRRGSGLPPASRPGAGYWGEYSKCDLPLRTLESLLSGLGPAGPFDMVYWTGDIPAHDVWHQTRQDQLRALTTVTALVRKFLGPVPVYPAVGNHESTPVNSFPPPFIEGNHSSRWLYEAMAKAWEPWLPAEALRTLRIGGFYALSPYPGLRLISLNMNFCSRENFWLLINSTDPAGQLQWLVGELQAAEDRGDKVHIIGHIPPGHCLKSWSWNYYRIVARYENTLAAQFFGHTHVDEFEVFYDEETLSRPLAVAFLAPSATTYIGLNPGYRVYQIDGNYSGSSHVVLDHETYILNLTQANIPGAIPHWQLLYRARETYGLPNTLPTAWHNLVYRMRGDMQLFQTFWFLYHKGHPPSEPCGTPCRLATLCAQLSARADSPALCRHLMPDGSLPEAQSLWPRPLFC
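qHTS format. ASM enzyme prepared from human placenta hydrolyses the fluorogenic substrate HMU-PC0 (9 uM final) over 60 min at 37 °C after a 10 min compound preincubation.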
Integrin act MD: activates integrin-mediated alleviation for muscular dystrophy | AID 624291 | Potency, µM (highest dose often 38.3 µM), without a hit: at the top dose activation, usual class: activators | 350,000 tested, 0.064% active | alpha7betagal myoblasts, beta-gal FDG fluorescence, 48 h;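 also: potency is read from the fitted curve at half-maximal effect; 100% = response of the positive control SU9516; nearly all actives have a fitted effect of over 60% in size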
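alpha7betagal+/- myoblasts (passage 13, 250/well) treated 48 h at 37C with compounds at 1:260 dilution of DMSO stock. Lysed, then beta-galactosidase activity read as FDG fluorescence (ex 480/em 540) after 30 min, with pre-read for autofluorescence.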
AT treatment: potential ataxia-telangiectasia treatments restoring KAP-1 phosphorylation; […] A-T fibroblasts, KAP-1 phosphorylation AlphaLISA; neocarzinostatin DNA damage 30 min before lysis; Potency, µM (doses to about 57.5 µM), without a hit: at the highest dose activation, actives largely listed as activators; 320,000 tested, 0.19% active; also: potency is read from the fitted curve at half-maximal effect; % of control where 0% means no effect; nearly all actives have a fitted effect of over 45% in size
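ATM-like activity read as KAP-1 phosphorylation via AlphaLISA donor/acceptor antibody pairs after lysis and 6 hr at 25C. Cells were ATM-null patient fibroblasts ([…], hTERT), dosed 60 min, then exposed to the DSB inducer NCS for 30 min.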
Active calls of the source: *; ? = inconclusive; . = no result given; [ ] = another dose, or the depositor's remark. Unless noted, calls follow the shape of the dose curve; as a rule, active = well fitted curve in the direction sought with a large enough effect; inconclusive = small, poorly fitted or top-dose-only effect, or another doubt; inactive = no such curve, though single readings can be large; an effect the other way counts as inactive or inconclusive. Compounds were not picked by outcome; overall some 3.2% were active at least once.

Values run as follows: TSHR antag	Chronic BCR inh	Tb PFK inh	AT treatment	ELG1 repair inh	TSG101-PTAP inh	TCR activator	Eya2 inh	Mito fusion act	ASM inhibitor	Integrin act MD
> CNC(=S)N1CCN(S(=O)(=O)c2ccc3ccccc3c2)CC1
 : -14	?	-1%	7%	2%	-6%	-1%	4%	10%	9%	-21%
> CC(=O)N=c1sc2c3ccccc3ccc2n1C
 : -7	8%	5%	3%	7%	-4%	.	-17%	5%	2%	11%
> Cc1cccc(NC(=O)c2ccc([N+](=O)[O-])o2)n1
 : 7	?	1%	-2%	9%	-2%	-7%	-7%	-15%	16%	-59%[inhibitor]
> COCCNC(=O)CSc1nc2cc(OC)c(OC)cc2c(=O)n1Cc1ccc(OC)cc1
 : -2	1%	0%	1%	?	-1%	-6%	-1%	1%	0%	-8%
> CN(O)/C=N/C(=S)Nc1ccc(Cl)cc1Cl
 : 6	0%	1%	9%	-3%	-5%	0%	4%	4%	-1%	-7%
> CCc1cc2c(NC(C(=O)O)C(C)C)ncnc2s1 (stereo not given)
 : -7	-1%	-4%	-2%	-18%	-10%	-10%	-1%	4%	7%	-10%
> COc1ccccc1CN=C1NC(=O)C(CC(=O)Nc2ccc(C(C)=O)cc2)S1 (stereo not given)
 : -9	-30%	-1%	12%	-3%	0%	3%	-7%	-2%	-5%	-3%
> Nn1c(SCC(=O)Nc2cccc(S(N)(=O)=O)c2)nnc1C1CC1
 : 10	0%	-1%	-1%	6%	-2%	-3%	8%	0%	4%	-24%
> O=C(CNC(=O)c1ccccc1F)NCC(c1cccs1)N1CCOCC1 (stereo not given)
 : -5	8%	-4%	-7%	16%	-2%	.	4%	0%	3%	-17%
> CCOc1ccc(OCC)c(NC(=O)CSCCc2ccccn2)c1
 : -4	?	3%	4%	?	-1%	-4%	-21%	7%	2%	-27%
> CCOCC(O)CS(=O)(=O)c1ccccn1 (stereo not given)
 : -13	2%	2%	5%	-3%	.	.	-3%	2%	4%	-8%
> CCc1nnc(NC(=O)Cn2c(=O)oc3ccccc32)s1
 : 9	-16%	1%	.	-4%	-4%	-1%	-2%	-1%	-1%	-7%
> CCOC(=O)c1c(NC(=O)CSc2nnc(C)s2)sc2c1CCC(CC)C2 (stereo not given)
 : -15	6%	-8%	9%	?	-2%	1%[46.1 µM]	-4%	14%	3%	-45%
> C=CCC(=O)N(CC)CC1CCCN(CCc2cccc(F)c2)C1 (stereo not given)
 : 9	-1%	-11%	1%	9%	-3%	-7%	12%	1%	3%	?
> Cc1ccc(C(=O)Oc2csc(=S)n2C(=O)c2ccc(C)cc2)cc1
 : -6	7%	-4%	-7%	10%	-3%	.	-15%	3%	0%	-19%
> COc1ccc(NC(=O)C(OC)c2ccccc2)cc1Cl (stereo not given)
 : 2	-1%	1%	-5%	7%	0%	5%[46.1 µM]	-4%	1%	1%	-9%
> Cc1nc(C)c(-c2ccc(SCc3ccc(Cl)cc3)nn2)s1
 : -15	?	0%	16%	-4%	-1%	-1%	1%	?	-20%	-34%
> CCN(C(=O)COC(=O)/C=C/c1ccc(S(=O)(=O)N2CCc3ccccc32)cc1)C1CCS(=O)(=O)C1 (stereo not given)
 : -10	-2%	-3%	-3%	0%	1%	-3%	9%	0%	-3%	17%
> O=C(CNC(=O)c1ccccc1F)OCc1nc2ccc(Cl)cc2n1CCO
 : 1	5%	-8%	1%	5%	-7%	-5%	-12%	2%	1%	0%
> C(=C\c1ccccc1)/CSc1nnc(-c2cnccn2)n1Cc1ccco1
 : -3	?	-6%	.	?	-2%	6%[46.1 µM]	-6%	9%	5%	16%
> CC(C(=O)Nc1cccnc1)N1C(=O)C2C3C=CC(C3)C2C1=O (stereo not given)
 : 7	0%	-3%	-1%	13%	-4%	.	-1%	1%	-1%	-12%
> CCOC(=O)C1CCCN(C(=O)Cn2nc(Cc3cccnc3)c3ccccc3c2=O)C1 (stereo not given)
 : 9	-15%	3%	4%	0%	-4%	-1%	4%	-1%	4%	-20%
> CCN(CC)CCNC(=O)C1(O)c2cc(Br)ccc2NC(=O)N1c1ccc(Cl)cc1 (stereo not given)
 : -5	?	4%	2%	-1%	-2%	-3%	1%	7%	1%	7%
> Cc1cccc(NC(=O)CCS(=O)(=O)c2cccc3nsnc23)c1C
 : 51	-6%	-9%	14%	23%	-4%	-3%	-7%	2%	-3%	21%
> O=C(CSc1ncccc1-c1nc2ccccc2[nH]1)NCc1ccco1
 : 1	?	-7%	-5%	0%	-3%	.	-11%	1%	117%[activator]	-25%[7.66 µM]
> Cc1cccc(-c2nc3c(c(SCC(=O)N4CCCC4)n2)COC(C)(C)C3)c1
 : 16	4%	1%	2%	0%	-5%	0%	3%	-2%	2%	?
> C=CCOc1cccc(C2C(C(=O)c3ccco3)=C(O)C(=O)N2CCN2CCOCC2)c1 (stereo not given)
 : 4	1%	0%	0%	0%	-2%	-4%	1%	4%	-1%	-20%
> Cc1cc(=O)n2nc(N3CCCC(C(=O)NCc4ccc5c(c4)OCO5)C3)sc2n1 (stereo not given)
 : -2	?	4%	-8%	9%	-1%	1%	-7%	-2%	0%	4%
> COCCn1c(=O)c2c(nc3n2CCCN3CCc2ccccc2)n(C)c1=O
 : -7	6%	2%	-1%	-12%	-8%	-4%	-24%	11%	12%	44%
> CCOC(=O)C1CCCN(Cc2nc(N)nc(Nc3ccccc3)n2)C1 (stereo not given)
 : 3	-9%	0%	27%	-6%	-5%	5%	3%	-2%	5%	2%
> O=S(=O)(NCCCc1ccccc1)c1cccc2nsnc12
 : 10	0%	0%	3%	-4%	-1%	.	0%	6%	0%	19%
> COc1ccc(C(=O)Nc2ccc(N3CCN(C)CC3)cc2)cc1
 : -5	4%	2%	-6%	?	-2%	.	-20%	1%	1%	?
> Cc1ccc(C)c2c1N(Cc1ccccc1)C(=O)C21OCCO1
 : -8	2%	-14%	-1%	-14%	-2%	-2%	-2%	2%	0%	-29%
> COc1cccc(C2CC(c3cccc(Br)c3)n3ncnc3N2)c1 (stereo not given)
 : 14	-5%	0%	-2%	4%	-3%	0%[46.1 µM]	-1%	6%	17%	-11%
> CCOC(=O)c1nnn(-c2nonc2NC(C)=O)c1C
 : 3	-1%	8%	2%	13%	-5%	-3%	-16%	0%	-1%	1%
> Cc1c(NS(=O)(=O)c2ccc(NC3CCCC3)c([N+](=O)[O-])c2)c(=O)n(-c2ccccc2)n1C
 : 13	1%	-1%	-3%	-6%	0%	-7%[46.1 µM]	-1%	-1%	-3%	25%
> COc1cccc(NC(=O)c2nn(C)c3c2CS(=O)(=O)c2ccccc2-3)c1
 : -6	-4%	1%	13%	1%	2%	8%	5%	-7%	-1%	-9%
> CCC1Oc2ccccc2C(=O)N(CC(=O)c2ccc3c(c2)OCCO3)C1=O (stereo not given)
 : -11	?	-7%	-1%	?	-2%	-1%	-14%	-3%	-1%	?
> CC(Nc1c[nH]c(=O)[nH]c1=O)c1ccccc1 (stereo not given)
 : 6	-2%	-1%	-6%	0%	5%	-3%	-4%	-2%	2%	7%
> CCCCN(C(=O)CCCc1nc2ccccc2c(=O)[nH]1)c1c(N)n(CC(C)C)c(=O)[nH]c1=O
 : 29	-8%	0%	9%	3%	2%	13%	0%	12%	1%	0%
> CC(C)(C)NS(=O)(=O)c1ccc(CCC(=O)N2CCOCC2)cc1
 : 26	1%	1%	-3%	-18%	-5%	-2%	21%	1%	0%	0%

2 compounds picked at random from the list so far:
Values run as follows: TSHR antag	Chronic BCR inh	Tb PFK inh	AT treatment	ELG1 repair inh	TSG101-PTAP inh	TCR activator	Eya2 inh	Mito fusion act	ASM inhibitor	Integrin act MD
> Cc1c(NS(=O)(=O)c2ccc(NC3CCCC3)c([N+](=O)[O-])c2)c(=O)n(-c2ccccc2)n1C
 : 13	1%	-1%	-3%	-6%	0%	-7%[46.1 µM]	-1%	-1%	-3%	25%
> CC(Nc1c[nH]c(=O)[nH]c1=O)c1ccccc1 (stereo not given)
 : 6	-2%	-1%	-6%	0%	5%	-3%	-4%	-2%	2%	7%

Screening results from PubChem.
